Screening results from PubChem BioAssay.
S3 lipid droplet: qHTS Assay for Lipid Storage Modulators in Drosophila S3 Cells; lipid storage change, negative = inhibition, % at the top dose, mostly 46.1 µM; hits show Potency in µM; AID 2685; 320,000 compounds, 0.64% hits; Drosophila S3 cells, BODIPY lipid droplet fluorescence, 18-24 h; cells fed with added oleic acid; active = well fitted inhibition curve with a large enough effect in the signal ratio, with a control signal flat, not every such curve was filed as active; inconclusive = small, poorly fitted or top-dose-only effect, or effect the other way, or a change in a side signal; the % refers to the signal ratio
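Laser-scanning cytometry quantifies lipid droplet accumulation (500–530 nm total intensity; droplet/cell object ratio) in oleic acid-fed (400 uM added) Drosophila S3 cells treated with a concentration series. 20 uM Triacsin C defined 100% inhibition.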
S3 lipid droplet cell count max: further read-out of S3 lipid droplet, marked with its call; cell number change, %; measured here: cell count max response;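 cells counted by Cell Tracker Red CMTPX staining in the red channel; peak over a dose series mostly up to 46.1 µM; percent activity relative to internal control wells on each plate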
* marks the source's active call; other numbers are inactive results; i = inactive; ? = inconclusive; · = no result given. % is set by controls: 0 for no effect and ±100 for the full control effect; potency is the fitted concentration of half-maximal effect. Some of the compounds tested; count on the stated rates, not on these rows.

SMILES	S3 lipid droplet	S3 lipid droplet cell count max
COc1ccc(-c2c(C#Cc3ccsc3)c3cc(-c4cccc5[nH]ccc45)ccc3n2C)cc1	7%	-20
O=C(NC(=S)Nc1cccc2ncccc12)c1ccccc1	?	·
COc1cc(-c2ccccc2)[nH]c(=S)n1	?	·
COc1ccc2sc(-c3ccccc3OC)c(C#CC(C)(C)O)c2c1	?	·
CCOC(=O)c1cc(-c2ccc(Cl)s2)nc2c1c(C)nn2C	?	·
O=C(CN(CCc1ccccc1)Cc1ccccc1)Oc1ccccc1P(=O)(O)O	-23%	-18
CCn1c(Cc2ccccc2)nnc1SCC(=O)Nc1ccc(C)cc1	-8%	-8
CNC(=O)/C=C/c1cc(C(=O)c2ccc(Cl)cc2Cl)cn1C	9%	3
C=CCc1cccc(/C=C/c2cc(=O)c3ccccc3[nH]2)c1O	11%	·
O=C(COC(=O)CCS(=O)(=O)c1ccccc1)Nc1ccccc1	?	·
C=CCNC(=O)c1cccc(OC2CCN(CC(C)(C)C)CC2)c1	?	·
CCOC(=O)N/N=C/c1c(C)c(C(=O)c2ccc(F)cc2)n2ccccc12	9%	11
COc1cccc(NC(=O)Nc2ccncc2)c1	8%	-10
Cc1ccc(-c2nn(Cc3ccccc3)cc2C(=O)N2CCN(c3ccccn3)CC2)cc1	?	·
CC(=O)Nc1ccc(S(=O)(=O)N2CCC(c3nnc(-c4ccc(C)cc4)o3)CC2)cc1	-1%	11
C/C(N)=C(/C#N)C(=O)CSc1nnc(-c2ccccc2Br)o1	?	·
COc1ccccc1OCC(=O)N/N=C/c1c(O)ccc2ccccc12	?	·
Cc1ccc(C)c(-n2nnnc2SCC(=O)NCCC2=CCCCC2)c1	?	·
Cc1ccc(/C=C/C(=O)NC(=S)Nc2ccc(S(=O)(=O)Nc3cc(C)on3)cc2)cc1	?	·
COCCN(Cc1cc2cc3c(cc2nc1Cl)OCO3)C(=O)Nc1ccccc1OC	?	·
Cn1cccc1CC(=O)N/N=C\c1cccs1	i	-13
O=C(O)c1cc(-c2ccc(/C=N/N3C(=O)C4C5C=CC(C6CC56)C4C3=O)o2)ccc1Cl (stereo not given)	?	·
Cc1cc(S(=O)(=O)n2cnc3ccccc32)c(C)cc1Cl	-4%	-12
COc1cc(SC)ccc1C(=O)OCC(=O)NC1CC1	?	·
C#CCSc1nc2[nH]ncc2c(=O)[nH]1	?	·
Cc1nn(C)cc1CNC(=O)c1ccc(Br)o1	12%	-16
COCCN(Cc1ccccc1)C(=O)C1CCN(S(=O)(=O)c2ccc3c(c2)OCCO3)CC1	?	·
CS(=O)(=O)c1ccc(C(=O)N(CCc2ccccc2)Cc2ccccc2)cc1	?	·
CCCc1nc(NCc2ccncc2)c2nnn(Cc3ccccc3F)c2n1	15%	-2
Cc1ccc2c(C)c(C(=O)N3CCN(Cc4ccc5c(c4)OCO5)CC3)oc2c1C	?	·
O=C(CN1CCC(n2nnc3cc(F)ccc32)CC1)NC1CC1	0%	17
CC(C)CCn1cnc2c(NCc3ccccc3)ncnc21	?	·
CCN(c1ccccc1)S(=O)(=O)c1ccc(C(=O)Nc2cc(C)ccn2)cc1	?	·
Cc1noc(C)c1S(=O)(=O)N1CCCC(C(=O)NCC2CCCO2)C1 (stereo not given)	6%	-8
CN(C)/C=N/c1nc2nccc(-c3cccc(Cl)c3)n2n1	?	·
O=C(CSc1nncs1)Nc1cc(S(=O)(=O)N2CCOCC2)ccc1N1CCCC1	-19%	20
COc1ccc(Cn2ccnc2)cc1[N+](=O)[O-]	?	·
Cc1c(C(=O)N2CCc3ccccc32)oc2c1C(=O)CC(C)(C)C2	?	·
Cn1c(-c2ccccc2)c(/C=N/NC(=O)c2ccc(O)cc2)c2ccccc21	?	·
CCOc1cc(C(=O)Nn2cnnc2)cc(OCC)c1OCC	?	·
O=C(OCC(O)CO)c1ccccc1Nc1ccnc2cc(Cl)ccc12 (stereo not given)	?	·
CCCCNc1nnc(SCC(=O)N2CCN(S(=O)(=O)c3ccc4ccccc4c3)CC2)s1	?	·
O=C(O)CNS(=O)(=O)c1ccc(C2CCCCC2)cc1	?	·
CCCCC(=O)NC(=S)NNC(=O)c1ccc(OC)cc1	-17%	-7
Cc1ccc[n+](CC(=O)/C=C2\N(C)c3ccccc3C2(C)C)c1	6%	11
COc1ccc(-c2nn(-c3ccccc3)cc2N)cc1	-17%	·
CC(C)Cn1c(SCC(=O)c2ccc(Cl)s2)nnc1-c1ccco1	?	·
CCCSc1nc(O)c(C2OC(=O)c3c2ccc(OC)c3OC)c(=O)n1-c1ccccc1 (stereo not given)	?	·
CCOC(=O)c1ccc(NC(=O)Cn2nnc(-c3ccc(F)cc3)n2)cc1	-19%	-3
Cc1nc(NC(=O)c2ccccc2)sc1Cc1ccc2c(c1)OCO2	?	·
COc1cc(C(=O)N2CCC(C(=O)Nc3cccc(C(C)=O)c3)CC2)cc(OC)c1OC	?	·
O=C(NC1CCCCCC1)C(Cc1ccccc1)n1cccc1 (stereo not given)	14%	7
CCOC(=O)N1CCN(C(=O)CCCCn2c(=S)[nH]c3ccsc3c2=O)CC1	-10%	-9
CCOC(=O)CN1C(=O)C(=O)N(Cc2cccc(C)c2)C1=O	-1%	17
Cc1ccc(NC(=O)C2CC(=O)N/C(=N/N=C/c3ccco3)S2)cc1C (stereo not given)	0%	-16
CN(C(=O)c1ccccc1)c1ccc(OCC(=O)NC2CCS(=O)(=O)C2)cc1 (stereo not given)	27%	10
Cc1cc(C)nc(SCC(=O)c2ccc(F)c(C)c2)n1	?	·
CCc1ccc(/C=N/NC(=O)C(=O)NCCCN2CCOCC2)cc1	-3%	-15
Cc1ccccc1OCC(=O)OCC(=O)c1ccc(-c2ccccc2)cc1	?	·
Cc1csc(OCC(=O)Nc2ccc(C)c(C)c2)n1	?	·

For reference, some entries already given:
SMILES	S3 lipid droplet	S3 lipid droplet cell count max
O=C(O)CNS(=O)(=O)c1ccc(C2CCCCC2)cc1	?	·
CCCCC(=O)NC(=S)NNC(=O)c1ccc(OC)cc1	-17%	-7
Cc1ccc[n+](CC(=O)/C=C2\N(C)c3ccccc3C2(C)C)c1	6%	11
COc1ccc(-c2nn(-c3ccccc3)cc2N)cc1	-17%	·
CC(C)Cn1c(SCC(=O)c2ccc(Cl)s2)nnc1-c1ccco1	?	·
CCCSc1nc(O)c(C2OC(=O)c3c2ccc(OC)c3OC)c(=O)n1-c1ccccc1 (stereo not given)	?	·
CCOC(=O)c1ccc(NC(=O)Cn2nnc(-c3ccc(F)cc3)n2)cc1	-19%	-3
Cc1nc(NC(=O)c2ccccc2)sc1Cc1ccc2c(c1)OCO2	?	·
COc1cc(C(=O)N2CCC(C(=O)Nc3cccc(C(C)=O)c3)CC2)cc(OC)c1OC	?	·
O=C(NC1CCCCCC1)C(Cc1ccccc1)n1cccc1 (stereo not given)	14%	7
CCOC(=O)N1CCN(C(=O)CCCCn2c(=S)[nH]c3ccsc3c2=O)CC1	-10%	-9
CCOC(=O)CN1C(=O)C(=O)N(Cc2cccc(C)c2)C1=O	-1%	17
Cc1ccc(NC(=O)C2CC(=O)N/C(=N/N=C/c3ccco3)S2)cc1C (stereo not given)	0%	-16
CN(C(=O)c1ccccc1)c1ccc(OCC(=O)NC2CCS(=O)(=O)C2)cc1 (stereo not given)	27%	10
Cc1cc(C)nc(SCC(=O)c2ccc(F)c(C)c2)n1	?	·

New compounds follow
SMILES	S3 lipid droplet	S3 lipid droplet cell count max
CNC(=O)COc1coc(CN2CCN(c3ccc(F)cc3)CC2)cc1=O	?	·
Cc1nc(C)n(CC(O)COc2ccc(C(=O)c3ccccc3)cc2)n1 (stereo not given)	?	·
CCN(CC)CC(=O)N1N=C(c2cccs2)CC1c1ccco1 (stereo not given)	?	·
COc1ccc(N2CC(C(=O)Nc3ccccc3C(=O)NCc3ccco3)CC2=O)cc1 (stereo not given)	?	·
CCOC(=O)C1CCCN(C(=O)CCCn2c(=O)c3cccn3c3cccnc32)C1 (stereo not given)	?	·
Cc1sc2nc(SCC(=O)NCc3ccco3)n(Cc3ccccc3)c(=O)c2c1C	?	·
COc1ccc(CCC(=O)Nc2sc(C(=O)N(C)C)c(C)c2C#N)cc1	?	·
Cc1cc(=O)[nH]c(SCc2cccc(Br)c2)n1	?	·
CC(C)(C)OC(=O)c1c(N)n(CCCN2CCCC2=O)c2nc3ccccc3nc12	?	·
Cc1ccc(C2=NN(CC(=O)NCc3cccs3)C(=O)CC2)cc1	i	·
CCCC(=O)NC(NC1CCS(=O)(=O)C1)C(Cl)(Cl)Cl (stereo not given)	-11%	3
O=S(=O)(c1ccccc1)N1CCC(c2ccccc2)CC1	?	·
C=CCn1c(COc2ccc(F)cc2)nnc1SCC(=O)c1c[nH]c2c(CC)cccc12	?	·
COC(=O)c1ccc(COc2ccc(/C=C/C(=O)c3ccc(OC)c(CSCC(=O)O)c3)cc2OC)cc1	?	·
CCOc1ccc(CCNC(=O)COC(=O)/C=C/c2ccccc2)cc1OCC	?	·
O=C(Nc1nnc(SCC(=O)N2CCCc3ccccc32)s1)c1ccccc1	-9%	1
CC(OC(=O)CCc1nc2ccccc2c(=O)[nH]1)C(=O)Nc1ccc2c(c1)OCO2 (stereo not given)	4%	18
Cc1ccccc1C(=O)NC(=S)NCC1CCCO1 (stereo not given)	5%	23
COc1ccccc1OCCC(=O)OCC(=O)Nc1ncc(Cl)cc1Cl	?	·
Cc1noc(C)c1COc1ccc(C(=O)OCC(=O)Nc2ccc(S(N)(=O)=O)cc2)cc1	?	·
COc1ccc(NS(=O)(=O)c2cc3c(cc2C)NC(=O)CO3)c(OC)c1	-9%	2
CSc1ccc(C(=O)C2CCCN(C(=O)c3ccc(C)nc3)C2)cc1 (stereo not given)	-10%	0
CCCCCCC(=O)N1CCC(c2nc3c(nnn3Cc3ccccc3Cl)c(=O)[nH]2)CC1	?	·
Cc1ccc(/C=C2\SC(=S)N(CCC(=O)NNC(=O)c3cccc(O)c3)C2=O)cc1	?	·
Cc1cccc(N2CCN(C(=O)c3cc4cc(F)ccc4[nH]3)CC2)c1C	?	·
Cc1ccccc1Nc1nc(N)nc(COC(=O)c2cccc(S(=O)(=O)N(C)c3ccccc3)c2)n1	?	·
CCn1c(C)cc(O)cc1=O	?	·
c1csc(Cc2nn3c(-c4n[nH]c5c4CCC5)nnc3s2)c1	i	-8
N#CCSc1nc2cc(C(=O)N3CCCC3)ccc2c(=O)n1Cc1ccccc1	?	·
Cc1cc(Nc2ccc(Cl)cc2)nc(N2CCOCC2)n1	?	·
CC(C)(C)c1ccc(NC(=O)c2c(F)cccc2Cl)cc1	3%	-8
Cc1cc(N2CCC(C)CC2)n2nc(C)c(-c3ccccc3)c2n1	15%	3
COC(=O)c1ccc(N2CCN(S(=O)(=O)c3ccc4ccccc4c3)CC2)c([N+](=O)[O-])c1	i	·
CN1CCN(c2ccccc2NC(=O)c2cccc([N+](=O)[O-])c2)CC1	?	·
Cc1cc(C)c2oc(-c3cccc(NC(=O)c4ccc(F)cc4)c3)nc2c1	?	·
CSc1ccc(CCNC(=O)CCc2nnc3ccc(N4CCCCC4)nn23)cc1	?	·
COc1ccc(/C=C(\NC(=O)c2cccs2)C(=O)Nc2ccc(C)cc2)cc1OC	?	·
COc1cc([N+](=O)[O-])c2ncsc2c1	?	·
COC(=O)c1cc2sccc2n1CC(=O)Nc1cccc(SC)c1	20%	-2
COC(=O)c1c(NC(=O)C(=O)N2CCOCC2)sc2c1CCC2	i	-13
Cc1cc(C)n2nc(-c3ccc(Br)cc3)cc2n1	14%	3
O=C(OCC(=O)N(C1CCCCC1)C1CCCCC1)c1ccc(O)cc1	i	3
CCNc1ccc(C(=O)OCC)cc1NC(=O)c1cccc(N(C)C)c1	?	·
CCCCC(=O)N(c1ccc(OCC)cc1)C1C=CS(=O)(=O)C1 (stereo not given)	i	-8
CC1=C(C#N)c2nc(N)c(C#N)c(C)c2/C1=C\c1ccc(-c2ccccc2C(=O)O)o1	10%	·
OC(COc1ccc(F)cc1)CN1CCN(CC(O)COc2ccc(F)cc2)CC1 (stereo not given)	?	·
COC(=O)c1ccc(Nc2nc(N3CCOCC3)nc(N3CCOCC3)n2)cc1	?	·
CC1=C(C(=O)OCc2ccccc2)C(c2cccs2)N2C(=O)CCSC2=N1 (stereo not given)	-8%	-14
COC(=O)c1ccc(N2NC(=O)/C(=C/c3cc(OC)c(O)c(OC)c3)C2=O)cc1	?	·
CCOC(=O)c1ccc(NC(=S)NNC(=O)C2(C)CC2(Cl)Cl)cc1 (stereo not given)	11%	6
CCN(CC)c1ccc(CNc2nc3ccccc3n2C)cc1	?	·
O=C(/C(=C/c1cccnc1)n1ccnc1)c1ccc(Cl)cc1Cl	?	·
COc1cc2ccccc2cc1C(=O)N(CCN(C)C)c1nc2c(F)cccc2s1	?	·
Cc1cccc(-c2noc(CN(C(=O)c3ccc4c(c3)OCO4)C(C)C)n2)c1	?	·
COc1ccc(CN2CCN(C(=O)c3ccc(S(=O)(=O)N4CCCCCC4)cc3)CC2)cc1	?	·
COC(=O)/C(C#N)=C/c1c(N2CCN(c3ccccc3)CC2)nc2ccccn2c1=O	15%	14
Cc1cccc(NC(=S)NC(C)CCc2ccccc2)c1 (stereo not given)	-17%	-12
CC1CC(=O)NN=C1c1ccc(N)c([N+](=O)[O-])c1 (stereo not given)	23%	8
CC(=O)Oc1ccc2c(c1)C(=O)c1ccccc1CO2	?	·
CSc1nnc(Cc2ccc3c(c2)OCO3)o1	?	·
CCSc1nnc(NC(=O)c2cccc(S(=O)(=O)N(C)c3ccc(C)cc3)c2)s1	-2%	-1

Arranged by length of the SMILES (smallest number first): part of the list above.
SMILES	S3 lipid droplet	S3 lipid droplet cell count max
CSc1nnc(Cc2ccc3c(c2)OCO3)o1	?	·
CC(=O)Oc1ccc2c(c1)C(=O)c1ccccc1CO2	?	·
COc1ccc(CN2CCN(C(=O)c3ccc(S(=O)(=O)N4CCCCCC4)cc3)CC2)cc1	?	·
